Pf Dd2 inh: blocks growth of Plasmodium falciparum Dd2 parasites | activity change, % at 10 µM | P. falciparum Dd2 growth, SYBR Green, 72 h; hits give low values | hit rate 2.3% among 94,000; in the data active means activity change below about -80%; inconclusive means no clear call, values can overlap the other calls
KDM4C inh: KDM4C (human) demethylase inhibition | GST-KDM4C 2-372, H3K9me3 peptide, LANCE TR-FRET | hit rate 0.15% among 96,000 | inhibition, % at 12.5 µM;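 active means mean replicate inhibition above about 25%, with at least 55% of replicates also reaching it, limit read from the data, passing the limit was not always enough; inconclusive means only one of those two conditions met; inactive means neither condition met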
Target sequence (Q9H3R0 2-372 limits assumed): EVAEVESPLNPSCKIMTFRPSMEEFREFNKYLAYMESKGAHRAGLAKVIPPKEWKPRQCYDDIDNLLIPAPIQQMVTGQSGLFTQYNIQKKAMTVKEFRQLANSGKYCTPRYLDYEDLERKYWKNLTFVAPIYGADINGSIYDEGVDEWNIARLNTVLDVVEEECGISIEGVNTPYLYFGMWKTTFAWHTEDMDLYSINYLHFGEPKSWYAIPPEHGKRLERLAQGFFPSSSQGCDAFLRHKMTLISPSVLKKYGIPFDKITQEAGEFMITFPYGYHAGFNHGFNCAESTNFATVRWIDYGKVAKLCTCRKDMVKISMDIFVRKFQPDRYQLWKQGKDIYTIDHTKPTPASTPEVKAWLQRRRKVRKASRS
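Test system – GST-tagged GASC-1 (JMJD2C) catalytic fragment, aa 2-372 · Medium – HEPES buffer, pH 7.5, plus ascorbate · Reagent – H3K9me3 peptide with Fe(II)/2OG · Compound – one test concentration per compound · Timing – 30 min reaction, 60 min detection, RT · Technique – TR-FRET with Eu antibody and ULight streptavidin, EDTA stop · Read-out basis – inhibition from TR-FRET ratio decrease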
C diff growth: blocks growth of Clostridium difficile | Clostridium difficile clinical isolate growth, OD600, 24 h; hits give low values | growth activity, negative = inhibition, % at 16 µg/mL (by protocol) | hit rate 0.25% among 86,000 | AID 1259249;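 active means mean growth activity at or below -80% and every replicate also at or below -80%; inconclusive means mean at or below -80% but some replicate above -80%; inactive means mean growth activity above -80%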;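 further: 0% = DMSO wells and -100% = levofloxacin 16 µg/mL wells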
Tcruzi prolif: inhibitors of T. cruzi proliferation; hit rate 5.9% among 77,000; T. cruzi beta-gal in NIH3T3, GalScreen luminescence, 90 h; inhibition, % at 8.34 µM; AID 624255;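 active means mean inhibition above about 93%, with at least 55% of replicates each passing it, limit read from the data, passing the limit was not always enough; inconclusive means only one of those two conditions holds; inactive means neither condition holds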
An asterisk follows results filed as active; ? = inconclusive; / = not tested or not shown; & = joins results of further samples. The order is random. Share with any hit: about 6.7%.

Abbreviations – A = Pf Dd2 inh; B = KDM4C inh; C = C diff growth; D = Tcruzi prolif
CO[C@H]1CN(C)C(=O)c2ccc(NS(=O)(=O)CC(F)(F)F)cc2OC[C@H](C)N(Cc2nccs2)C[C@H]1C
  A: 0; B: 0.3; C: /; D: 36

Cc1ccc(S(=O)(=O)Nc2cccc3c2O[C@H](CN(C)C(=O)NC2CCCCC2)[C@@H](C)CN([C@@H](C)CO)C3=O)cc1
  A: -14; B: 3.6; C: -8; D: 26

Cc1noc(C)c1NC(=O)Nc1cccc2c1O[C@@H](CN(C)S(C)(=O)=O)[C@@H](C)CN([C@H](C)CO)C2=O
  A: 2; B: 2.0; C: -3; D: 3

CO[C@@H]1CN(C)C(=O)c2ccc(NC(=O)C3CCOCC3)cc2OC[C@H](C)N(C(C)=O)C[C@H]1C
  A: 14; B: 0.8; C: /; D: /

C[C@@H]1CN([C@@H](C)CO)C(=O)c2cc(NC(=O)Nc3ccc(C(F)(F)F)cc3)ccc2O[C@@H]1CN(C)CC1CC1
  A: -71; B: -2.5; C: 23; D: 5

COCc1cn(CC[C@H]2CC[C@H](NC(=O)Nc3ccc4c(c3)OCO4)[C@@H](CO)O2)nn1
  A: 7; B: /; C: 5; D: -13

CN(C)CC(=O)N1[C@@H]2c3ccc(-c4ccncc4)c(=O)n3C[C@H]1[C@H](CO)[C@H]2C(=O)NC1CCC1
  A: 1; B: 2.3; C: -4; D: -18

C[C@@H]1CCCCO[C@@H](CN(C)Cc2ccc(Cl)c(Cl)c2)[C@@H](C)CN([C@H](C)CO)C(=O)c2cc(NC(=O)C3CCCCC3)ccc2O1
  A: -38; B: 0.1; C: 6; D: 107*

C[C@H](CO)N1C[C@H](C)[C@H](CN(C)C)Oc2ccc(NC(=O)Cc3ccccc3)cc2CC1=O
  A: -5; B: 2.3; C: 1; D: /

C[C@H]1CN([C@@H](C)CO)S(=O)(=O)c2ccc(-c3ccncc3)cc2O[C@@H]1CN(C)C(=O)C1CCC1
  A: -23; B: 2.6; C: /; D: 86

C[C@H]1CCCCO[C@@H](CN(C)C(=O)Nc2ccc(C(F)(F)F)cc2)[C@@H](C)CN([C@@H](C)CO)C(=O)c2cc(NC(=O)c3ccccc3)ccc2O1
  A: -84*; B: -1.8; C: 11; D: 102*

COc1ccccc1-c1cnc2c(c1)C(=O)N([C@H](C)CO)C[C@H](C)[C@H](CN(C)C(C)=O)O2
  A: 52; B: 3.6; C: -4; D: ?

Cc1ccccc1S(=O)(=O)N1CC(=O)N2[C@@H](CO)[C@@H](c3ccc(C#CCN(C)C)cc3)[C@@H]2C1
  A: -13; B: 3.1; C: 5; D: /

C[C@@H]1CN([C@@H](C)CO)C(=O)c2cc(C#Cc3ccncc3)cnc2O[C@H]1CN(C)Cc1ccncc1
  A: -7; B: 0.9; C: 16; D: 68

O=C(Cc1ccccn1)N1CC(=O)N2[C@H](CO)[C@@H](c3ccc(C#CC4CCCCC4)cc3)[C@H]2C1
  A: -2; B: -0.1; C: -2; D: /

Among those listed so far, three have fluorine.
Abbreviations – A = Pf Dd2 inh; B = KDM4C inh; C = C diff growth; D = Tcruzi prolif
CO[C@H]1CN(C)C(=O)c2ccc(NS(=O)(=O)CC(F)(F)F)cc2OC[C@H](C)N(Cc2nccs2)C[C@H]1C
  A: 0; B: 0.3; C: /; D: 36

C[C@@H]1CN([C@@H](C)CO)C(=O)c2cc(NC(=O)Nc3ccc(C(F)(F)F)cc3)ccc2O[C@@H]1CN(C)CC1CC1
  A: -71; B: -2.5; C: 23; D: 5

C[C@H]1CCCCO[C@@H](CN(C)C(=O)Nc2ccc(C(F)(F)F)cc2)[C@@H](C)CN([C@@H](C)CO)C(=O)c2cc(NC(=O)c3ccccc3)ccc2O1
  A: -84*; B: -1.8; C: 11; D: 102*

(cont.)
Abbreviations – A = Pf Dd2 inh; B = KDM4C inh; C = C diff growth; D = Tcruzi prolif
O=C(Nc1ccc(F)cc1)N1C[C@H]2[C@@H](c3ccccc31)[C@H](CO)N2C(=O)c1ccccc1
  A: -7; B: 0.8; C: -5; D: 102*

CCC(=O)N1C[C@H](O)COC[C@@H]2O[C@H](CC(=O)NCc3cc(F)cc(F)c3)CC[C@H]21
  A: 21; B: -3.7; C: 11&-2; D: 32

O=S(=O)(N[C@@H]1CC[C@@H](CCn2cc(-c3cccc(F)c3)nn2)O[C@H]1CO)c1ccc(F)cc1
  A: /; B: -5.0; C: -4; D: /

COc1ccc(CN(C)C[C@@H]2Oc3ccc(NC(=O)c4ccncc4)cc3C(=O)N([C@@H](C)CO)C[C@H]2C)cc1
  A: -16; B: 4.4; C: 0; D: /

CCCNC(=O)N1[C@@H]2Cn3c(ccc(-c4cccc(OC)c4)c3=O)[C@H]1[C@@H](C(=O)NC1CCC1)[C@@H]2CO
  A: /; B: -3.1; C: 1; D: -23

Cc1noc(C)c1S(=O)(=O)Nc1ccc2c(c1)C(=O)N([C@H](C)CO)C[C@H](C)[C@H](CN(C)S(=O)(=O)c1cccs1)OCCCC[C@H](C)O2
  A: -32; B: -0.8; C: -11; D: 75

COc1cccc(-c2cnc3c(c2)C(=O)N([C@@H](C)CO)C[C@H](C)[C@@H](CN(C)C(C)=O)O3)c1
  A: 52; B: 3.4; C: -4; D: -63

COC(=O)[C@@H]1[C@@H](CO)[C@@H]2Cn3c(ccc(-c4cccc(F)c4)c3=O)[C@@H]2N1CC1CCCC1
  A: -29; B: 6.9; C: 19; D: 50

COc1cccc(S(=O)(=O)N(C)C[C@H]2OCc3cnnn3CCCC(=O)N([C@H](C)CO)C[C@H]2C)c1
  A: -13&5; B: -0.8; C: -1; D: 18&-33

Cc1ccccc1S(=O)(=O)N[C@H]1CC[C@@H](CCNS(=O)(=O)c2cccc(F)c2)O[C@@H]1CO
  A: -8; B: -0.3; C: -6; D: 48

C/C=C/c1cnc2c(c1)C(=O)N([C@@H](C)CO)C[C@@H](C)[C@H](CN(C)Cc1ccccc1F)O2
  A: 20; B: -1.9; C: /; D: /

C[C@@H]1CN([C@@H](C)CO)C(=O)c2cc(NS(=O)(=O)c3ccc(F)cc3)ccc2O[C@@H](C)CCCCO[C@H]1CN(C)C(=O)Cc1ccccc1
  A: -27; B: 12; C: -1; D: 19

C[C@@H]1CCCCO[C@H](CN(C)C(=O)Nc2ccc3c(c2)OCO3)[C@@H](C)CN([C@H](C)CO)C(=O)c2cc(NC(=O)CCC(F)(F)F)ccc2O1
  A: -3; B: 0.6; C: -5; D: 33

C[C@@H]1CN([C@@H](C)CO)C(=O)c2cc(NS(=O)(=O)c3cn(C)cn3)ccc2O[C@@H](C)CCCCO[C@@H]1CN(C)CC1CCCCC1
  A: -2; B: 9.3; C: -1; D: -48

CO[C@@H]1CN(C)C(=O)c2ccc(NC(=O)Nc3c(C)noc3C)cc2OC[C@H](C)N(C)C[C@@H]1C
  A: 17; B: 51*; C: /; D: 25

COc1ccc(S(=O)(=O)Nc2ccc3c(c2)C(=O)N([C@H](C)CO)C[C@H](C)[C@@H](CN(C)C(=O)C2CCCCC2)OCCCC[C@H](C)O3)cc1
  A: -8; B: 0.0; C: 0; D: -49

O=C(c1cccc(F)c1)N1CC[C@@H]2[C@H]1c1cc(-c3ccccc3)ccc1N[C@@H]2CO
  A: -40; B: 10; C: 15; D: /

Cc1ccc(S(=O)(=O)Nc2ccc3c(c2)C(=O)N([C@H](C)CO)C[C@H](C)[C@@H](CN(C)C(=O)Nc2ccccc2)OCCCC[C@@H](C)O3)cc1
  A: -18; B: 0.5; C: /; D: -98

CCC(=O)N[C@H]1CC[C@H](CCNS(=O)(=O)c2ccc(Cl)cc2)O[C@H]1CO
  A: 7; B: -1.6; C: 0; D: /

C[C@H](CO)N1C[C@H](C)[C@@H](CN(C)Cc2ccccc2)Oc2c(NC(=O)Nc3ccc(F)cc3)cccc2C1=O
  A: -43; B: -1.5; C: -11; D: 14

C[C@@H](NC(=O)[C@@H]1[C@@H](CO)[C@@H]2Cn3c(cccc3=O)[C@H]1N2Cc1ccccc1)c1ccccc1
  A: 10; B: -0.9; C: -1; D: 31

O=C(Cc1ccccc1)N1CC[C@@H]2[C@H]1c1cc(-c3ccccc3)ccc1N[C@@H]2CO
  A: 11; B: -2.4; C: 63; D: 80

Cc1ccccc1S(=O)(=O)N[C@@H]1CC[C@H](CCNS(=O)(=O)c2cccc(F)c2)O[C@H]1CO
  A: -26; B: 0.2; C: 0; D: 11

COc1ccc(NC(=O)Nc2ccc3c(c2)CC(=O)N([C@@H](C)CO)C[C@H](C)[C@H](CN(C)S(=O)(=O)c2ccc(OC)cc2)O3)cc1
  A: -35; B: 0.0; C: -8; D: 12

C[C@H](CO)N1C[C@H](C)[C@H](CN(C)Cc2cncnc2)Oc2ncc(-c3ccc(C#N)cc3)cc2C1=O
  A: 37; B: 0.1; C: -2; D: /

C[C@@H](NC(=O)[C@H]1[C@H](CO)[C@H]2Cn3c(ccc(-c4ccccc4)c3=O)[C@H]2N1C)c1ccccc1
  A: 3; B: 4.0; C: 2; D: 50

C[C@H]1CN([C@@H](C)CO)S(=O)(=O)c2ccc(C#Cc3ccccc3)cc2O[C@H]1CN(C)S(=O)(=O)c1cn(C)cn1
  A: -67; B: -3.6; C: 7; D: 28

O=C(C[C@@H]1C=C[C@@H](NC(=O)Nc2ccccc2)[C@H](CO)O1)NCc1ccccn1
  A: 1; B: -0.6; C: /; D: 34

CC(C)NC(=O)Nc1ccc2c(c1)CC(=O)N([C@@H](C)CO)C[C@@H](C)[C@H](CN(C)Cc1ccc(C(=O)Nc3ccccc3N)cc1)O2
  A: -17; B: -0.1; C: 4; D: 24

COCC#Cc1ccc2c(c1)O[C@H](CN(C)S(=O)(=O)c1cccc(OC)c1)[C@H](C)CN([C@@H](C)CO)S2(=O)=O
  A: -49; B: -1.3; C: /; D: 18

COC(=O)C[C@H]1CC[C@H]2[C@H](COc3ccc(NC(=O)C4CCOCC4)cc3C(=O)N2C)O1
  A: -5; B: 1.6; C: -6; D: 20

O=C(C[C@H]1C[C@H]2c3cc(NC(=O)Nc4ccccc4F)ccc3O[C@H]2[C@H](CO)O1)NCCc1ccccc1
  A: 0; B: 1.1; C: 1; D: 35

COc1ccc(S(=O)(=O)N(C)C[C@H]2OCCCC[C@@H](C)Oc3ccc(NS(=O)(=O)c4ccc(F)cc4)cc3C(=O)N([C@H](C)CO)C[C@@H]2C)cc1
  A: -23; B: -0.4; C: -3; D: 65

COc1ccc(NC(=O)Nc2ccc3c(c2)C(=O)N([C@@H](C)CO)C[C@@H](C)[C@H](CN(C)S(=O)(=O)c2ccccc2)O3)cc1
  A: 5; B: -0.7; C: -5; D: -158

C[C@H]1CN([C@@H](C)CO)C(=O)c2cc(NC(=O)Cn3cnnn3)ccc2O[C@@H]1CN(C)C
  A: 16; B: 0.4; C: 1; D: /

CN(C)CC(=O)N1[C@@H](C#N)[C@H](c2ccccc2-c2ccccc2F)[C@@H]1CO
  A: -3; B: 22; C: -3; D: /

CC(C)CC#Cc1cnc2c(c1)C(=O)N([C@H](C)CO)C[C@@H](C)[C@H](CN(C)C(=O)C1CCOCC1)O2
  A: 24; B: -1.0; C: -2; D: -1

CN1CCN(C(=O)C[C@H]2CC[C@H]3[C@@H](COC[C@@H](O)CN3C(=O)Nc3cc(Cl)cc(Cl)c3)O2)CC1
  A: 1; B: -0.7; C: /; D: 3

COc1ccccc1C#Cc1ccc([C@H]2[C@H](C#N)N(C(=O)C3CCCCC3)[C@H]2CO)cc1
  A: -57; B: 1.1; C: 43; D: /

C[C@H]1CN([C@@H](C)CO)C(=O)c2cc(NC(=O)Nc3ccc(F)cc3)ccc2O[C@@H]1CN(C)C(=O)Nc1ccccc1
  A: 9; B: -0.9; C: -2; D: -26

C[C@H](CO)N1C[C@H](C)[C@@H](CN(C)Cc2ccc(Cl)c(Cl)c2)OCCCC[C@H](C)Oc2ccc(N(C)C)cc2C1=O
  A: -24; B: 13; C: 15; D: /

OC[C@@H]1[C@H](c2ccc(C#Cc3ccccc3F)cc2)[C@@H]2CN(CC3CCOCC3)CCCCN12
  A: 4; B: 0.3; C: 7; D: 105*

C[C@@H]1CN([C@@H](C)CO)C(=O)c2cc(NC(=O)Nc3ccc4c(c3)OCO4)ccc2O[C@@H](C)CCCCO[C@@H]1CN(C)S(=O)(=O)c1ccc(Cl)cc1
  A: -79; B: 0.6; C: 7; D: 48

O=C(C[C@@H]1CC[C@H](NS(=O)(=O)c2ccc(F)cc2)[C@@H](CO)O1)N1CCc2ccccc2C1
  A: -4; B: 1.2; C: -2; D: -14

CCN(C[C@@H]1N[C@@H](CO)[C@H]1c1ccc(-c2cccc(F)c2)cc1)C(=O)CN(C)C
  A: -59; B: 2.4; C: -5; D: 61

COCC#Cc1ccc([C@H]2[C@H](CO)N3C(=O)CN(C(=O)C4CCCCC4)C[C@@H]23)cc1
  A: -30; B: -1.4; C: 29; D: /

CN1c2ccc(C#Cc3cccnc3)cc2[C@H]2[C@H](CCN2S(=O)(=O)c2ccccc2)[C@@H]1CO
  A: -28; B: 0.4; C: -24; D: 82

COc1ccc(NC(=O)N(C)C[C@@H]2OCCCC[C@H](C)Oc3ccc(NC(=O)Cc4ccccc4)cc3C(=O)N([C@H](C)CO)C[C@H]2C)cc1
  A: -25; B: 0.6; C: 0; D: -1
